Screening data (PubChem)
Hsp70 displacement – Hsp70 inhibitors, probe displacement, primary screen, biochemical, fluorescence polarization (AID 583); Hsp70 fluorescence polarization probe displacement, mP; higher % means a stronger effect; one-dose displacement, % at 20 µM; IC50 in µM for titrated hits; 0.06% of 140,000 active; in the data active = displacement above about 50%;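 also: plate controls were vehicle for no effect and reference ligand for full effect; a part of the inactive calls stands beside numbers as strong as those of hits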
MKP-3 inhibition – MKP-3 phosphatase inhibitors, primary screen, biochemical, rat enzyme, in vitro (AID 425) | recombinant MKP-3 phosphatase activity, fluorescence; higher % means a stronger effect | inhibition, % at 20 µM; hits with a dose series show IC50 in µM | 0.17% of 110,000 active; in the data active = inhibition above about 50%;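 also: plate controls were vehicle for no effect and reference inhibitor for full effect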
Starred values were filed as active, the others as inactive; · = no result given; & = joins results of further samples.

Hsp70 displacement | MKP-3 inhibition | SMILES
2.2% | -2% | CCN(CC)CC(C)CNC(=O)CC(C(=O)N1CCc2ccccc21)n1ccnc1 (stereo not given)
4.3% | -10% | Clc1ccc(Oc2cccc(/C=N/n3cnnc3)c2)cc1
5.5% | 5% | CCCn1nnc(NC(=O)c2ccccc2Br)n1
-0.2% | -4% | Cc1noc(C)c1C(=O)N1CCc2ccccc21
0.8% | -18% | O=C(CSc1nnc(CN2CCOCC2)n1-c1ccc(Cl)cc1)N1CCc2ccccc21
2.4% | 0% | O=C(N/N=C/c1ccc(O)c(O)c1)NC12CC3CC(CC(C3)C1)C2
-0.9% | 4% | O=C(NC(=O)N1CCN(c2ccccc2F)CC1)c1ccccc1
1.1% | 0% | Cc1ccc(C(=O)N2CCC(C(N)=O)CC2)cc1
3.3% | 4% | O=C(Nc1ccccc1F)c1ccc(Cl)c([N+](=O)[O-])c1
19%&28% | 2% | CCOc1cccc(=O)c2c(C)oc(C)c12
2.0% | 2% | COc1ccc(S(=O)(=O)N2CCN(Cc3ccccc3)CC2)cc1[N+](=O)[O-]
5.5% | 3% | Cc1ccsc1-c1cc(C(=O)O)c2c(ccc3ccccc32)n1
-0.2% | 0% | CCOC(=O)C1=CN(c2ccc(C)c(C)c2)C=C(C(=O)OCC)C1c1cccc(OC)c1
-0.4% | · | CCOc1cccc(N2C(=O)CC(N3CCN(c4nc5ccccc5s4)CC3)C2=O)c1 (stereo not given)
3.3% | -1% | Nc1nnc(CC(=O)N/N=C/c2ccc(OCc3ccc([N+](=O)[O-])cc3)cc2)s1
-4.1% | -8% | Cc1nn(-c2ccccc2)c2c1C1(C(=O)N(C(C)C)c3ccccc31)C(C#N)=C(N)O2 (stereo not given)
27% | · | CCn1c(CNc2ccc(C(=O)O)cc2)nc2ccccc21
-8.9% | 5% | COC(=O)/C=c1/s/c(=C(\C#N)C(=O)NCc2ccco2)n(-c2ccccc2)c1=O
0.9% | 30% | NC(=O)c1c(NC(=O)CSc2nnc(-c3ccco3)n2-c2ccccc2)sc2c1CCC2
· | -14% | Cc1ccc(NS(=O)(=O)c2cccc(C(=O)Nc3cc(C)on3)c2)cc1
-3.6% | -4% | COc1ccc(-c2nc3cc(NC(=O)C(C)C)ccc3o2)cc1OC
3.0% | -4% | Cc1cc(C)c2ccc(N)nc2c1O
5.2% | 1% | O=C(NCC1CCCO1)c1nn2c(c1Cl)NC(c1ccc(F)cc1)CC2C(F)(F)F (stereo not given)
6.6% | 0% | CCOC(=O)C1=C(C)N=c2s/c(=C\c3ccc(O)cc3)c(=O)n2C1c1cccc(OC)c1 (stereo not given)
1.2% | 0% | COC(=O)c1ccc(NC(=O)c2cccc(OC)c2)cc1
-1.6% | -11% | COc1ccc(OCC(=O)N2CCN(C(=O)c3ccccc3)CC2)cc1
-3.9% | 1% | COC(=O)c1cn[nH]c1N
-1.6% | · | Nc1ccccc1-c1nnn(CC(=O)N2CCCc3ccccc32)n1
-3.3% | 0% | COC(=O)c1sc(NC(=O)C2CC3CCC2C3)c(C(N)=O)c1C (stereo not given)
-2.4% | 0% | O=C(NCc1ccc2c(c1)OCO2)c1ccco1
-1.3% | · | Cc1nn(-c2cc(N3CCCCCC3)ccc2[N+](=O)[O-])c(=O)c2ccccc12
-35% | 6% | CCc1ccccc1NC(=O)/C(C#N)=C/c1cn(CC(=O)Nc2ccccc2)c2ccccc12
-2.7% | · | COc1ccc(-c2nnc(SCc3c(C)noc3C)n2N)cc1OC
-0.2% | · | O=C1CC(c2ccco2)CC(O)=C1C=Nc1cc(Cl)cc(Cl)c1 (stereo not given)
-0.6% | 3% | Cc1c(NC(=O)c2cc3n(n2)C(C(F)(F)F)CC(c2ccc(Cl)c(Cl)c2)N3)c(=O)n(-c2ccccc2)n1C (stereo not given)
2.2% | 10% | O=c1[nH]nnc2c1sc1nc(N3CCOCC3)c3c(c12)CCCC3
0.5% | 2% | Cc1cc(C(F)F)n2nc(C(=O)Nc3ccc(S(=O)(=O)N4CCCCCC4)cc3)nc2n1
1.3% | -4% | CCS(=O)(=O)n1nc(-c2ccccc2)nc1NCc1ccco1
-2.9% | 1% | CCC(c1nnnn1CCc1ccccc1)N1CCN(c2ccc(OC)cc2)CC1 (stereo not given)
-0.9% | 2% | C1CCC(N2NC2C2NN2C2CCCCC2)CC1 (stereo not given)
6.3%&5.5% | -9%&1% | CC(C)(C)N(C=C(Cl)Cl)C(=O)NC1CCCCC1
1.6% | 0% | C=CCc1ccccc1OCCOc1ccc(Br)cc1/C=C1/SC(=S)N(C)C1=O
-1.3% | 3% | O=C1/C(=C/c2cccnc2)SC(=S)N1Cc1ccco1
-4.0% | 0% | CSCCC(NC(=O)C1CCC(C)CC1)C(=O)O (stereo not given)
3.2% | · | CNC(=O)C1CC(=O)N(CCCc2ccccc2)C(=Nc2ccccc2)S1 (stereo not given)
-27% | -1% | Cc1ccc(OCC(=O)N/N=C\c2ccc(-c3ccc(Cl)cc3)o2)cc1
7.7% | · | C=CCC(NCc1ccco1)c1ccc(OC)c(OC)c1 (stereo not given)
6.1% | -6% | O=C(c1ccccc1-c1nc2ccccc2[nH]1)N1CCCCC1

A second format for some results above:
mol | Hsp70 displacement | MKP-3 inhibition
Nc1ccccc1-c1nnn(CC(=O)N2CCCc3ccccc32)n1 | -1.6% | ·
COC(=O)c1sc(NC(=O)C2CC3CCC2C3)c(C(N)=O)c1C (stereo not given) | -3.3% | 0%
O=C(NCc1ccc2c(c1)OCO2)c1ccco1 | -2.4% | 0%
Cc1nn(-c2cc(N3CCCCCC3)ccc2[N+](=O)[O-])c(=O)c2ccccc12 | -1.3% | ·

No new results follow: entries from further up.
Hsp70 displacement | MKP-3 inhibition | SMILES
7.7% | · | C=CCC(NCc1ccco1)c1ccc(OC)c(OC)c1 (stereo not given)
6.1% | -6% | O=C(c1ccccc1-c1nc2ccccc2[nH]1)N1CCCCC1

(continued)
Hsp70 displacement | MKP-3 inhibition | SMILES
1.2% | 4% | C=CCN1C(=O)/C(=C\c2ccc(OCC(=O)O)c(OC)c2)C(=O)NC1=S
5.1% | 7% | Cn1c(=O)c2c(nc(N3CCCCCC3)n2CC(O)COc2ccccc2)n(C)c1=O (stereo not given)
1.9% | · | CCN1C(=O)N/C(=C/c2ccc(Sc3ccc(C)cc3)o2)C1=O
-3.3% | -6% | CN1CCN(C(=O)c2ccc(C3SCC(=O)N3Cc3ccco3)cc2)CC1 (stereo not given)
7.9% | -2% | O=C(COc1ccccc1)NCCc1cn2ccsc2n1
1.5% | 1% | O=C(c1ccc(Br)cc1)N1CCN(Cc2ccccc2)CC1
-0.2% | 0% | O=C(N/C(=C/c1ccc(Br)cc1)c1nc2ccccc2[nH]1)c1ccccc1
· | 0% | COc1ccc(NC(=O)CN2CCN(S(=O)(=O)c3ccc(Cl)cc3)CC2)cc1
7.9% | 0% | COc1ccccc1CNC(=O)CNCC1CCCO1 (stereo not given)
-20% | 4% | Cc1ccc(-c2nc3cc(Cl)ccc3o2)cc1NC(=O)c1ccc2ccccc2c1
2.9% | -5% | CCC(=O)Nc1ccccc1N1CCN(S(C)(=O)=O)CC1
-2.6% | · | Cc1nc2ccccn2c1C(=O)N/N=C/c1cc(C)n(-c2ccc(Br)cc2)c1C
-14% | -4% | O=S(=O)(Nc1nc2ccccc2nc1-n1cnc2ccccc21)c1ccccc1
1.8% | -3% | C=CCc1c(C)nc(SCc2nc3ccccc3c(=O)[nH]2)[nH]c1=O
-7.0% | 1% | CCc1ccccc1NC(=O)N1C2CCCC1CC(NC(C)=O)C2 (stereo not given)
1.2% | -2% | COc1ccc(C(=O)Nc2ccc3c4c(cccc24)CC3)cc1Br
0.3% | · | c1ccn(-c2ccc(N3CCOCC3)cc2)c1
-0.1% | 3% | O=C(/C=C/c1ccc(-c2ccc(Cl)cc2Cl)o1)c1ccc(F)cc1
0.4% | -4% | CCOC(=O)N1CCN(C(=O)CN(C2CCCCC2)S(=O)(=O)c2ccc(F)cc2)CC1
2.4% | 1% | CCS(=O)(=O)N1CCN(C(=O)c2cccc(OC)c2)CC1
2.1% | -1% | CC(=O)c1cccc(N(CC(=O)N2CCCC2)S(C)(=O)=O)c1
-4.3% | 4% | COc1cc(NC(=O)COc2ccc(Br)cc2)ccc1NC(=O)c1ccco1
-1.1% | 0% | COc1ccc(/C=C(C(=O)O)/C(C)=C/C(=O)O)c(OC)c1
-0.7% | -16% | O=C(CN1C(=O)CSC1=O)Nc1ccc(C(=O)O)cc1
2.1% | 0% | Cc1ccc(NC(=O)c2ccco2)c(C)c1
-14% | · | Cc1[nH]n(-c2cccc(Cl)c2)c(=O)c1/C=N/n1c(C)nc2ccccc2c1=O
-1.5% | -2% | CCCN1C(=O)c2ccccc2NC1c1ccc2c(c1)OCO2 (stereo not given)
2.7%&6.2% | -13%&0% | CCn1nnnc1-c1ccc(OC)c(S(=O)(=O)NCCc2ccccc2)c1
4.2% | -12% | COCCn1nnnc1CN(CCc1ccccc1)Cc1cc2ccc(C)cc2[nH]c1=O
-1.3% | 0% | CC1=C(C(=O)OCCC#N)C(c2cccc(Oc3ccccc3)c2)NC(=O)N1 (stereo not given)
3.5% | 8%&2% | CN(C)c1cccc(NC(=O)CCc2ccccc2)c1
-0.8% | 7% | O=C1C=C/C(=N\S(=O)(=O)c2ccc(Cl)cc2)C=C1Cl
-0.3% | -6% | Cc1cc(C)nc(SCc2nnc(SCC(=O)Nc3nccs3)n2Cc2ccco2)n1
· | -3% | CC(=O)N1CCc2cc(S(=O)(=O)NCCN3CCC(C)CC3)ccc21
-2.1% | 0% | CC(=O)NC1=NN(C(C)=O)C(c2ccccc2F)S1 (stereo not given)
6.5% | 3% | Cn1c(CNC(=O)c2ccco2)nnc1SCC(=O)N1c2ccccc2Sc2ccccc21
-8.4% | -15% | CC(C)(C)P(=O)(CO)c1ccccc1 (stereo not given)
7.7% | · | CN(C)c1nc(N)nc(CSc2nnnn2-c2ccc(F)cc2)n1
0.6% | 0% | CCOC(=O)CCSc1nnc(-c2cccnc2)n1-c1ccccc1OC
-4.9% | 8% | CN(C)c1ccc(C2Nc3ccc(C(=O)c4ccccc4)cc3NC3=C2C(=O)CCC3)cc1 (stereo not given)
0.8% | 1% | O=[N+]([O-])c1cc(-n2ncnc2-c2ccc(Cl)cc2)ccc1F
-3.0% | -1% | COc1ccccc1/C=N/Nc1nc(-c2ccccc2)nc(C)c1C
-5.3% | 4% | COc1ccc(C(=O)Nc2ccc(N(C)C(C)=O)cc2)cc1
-3.3% | 2% | CCOC(=O)COc1cccc2c(=O)n(CC(=O)N3CCc4ccccc43)ccc12
-3.7% | 3% | Cc1cccc(C(=O)Oc2ccc(/C=C3/SC(=S)NC3=O)cc2)c1
4.3% | · | NC(=O)c1c(NC(=O)c2ccccc2)sc2c1CCc1ccccc1-2
-6.6% | · | Cn1c(=O)c2c(nc(SCC(=O)NC34CC5CC(CC(C5)C3)C4)n2C)n(C)c1=O
1.4% | -8% | CCc1ccccc1N(C(=O)CCC(=O)Nc1cc(C)on1)C(C(=O)NC1CCCC1)c1ccco1 (stereo not given)

Full records from above. Order of screens: Hsp70 displacement, MKP-3 inhibition
NC(=O)c1c(NC(=O)c2ccccc2)sc2c1CCc1ccccc1-2 is listed with 4.3%, ·
CCc1ccccc1N(C(=O)CCC(=O)Nc1cc(C)on1)C(C(=O)NC1CCCC1)c1ccco1 (stereo not given) is listed with 1.4%, -8%
CN(C)c1ccc(C2Nc3ccc(C(=O)c4ccccc4)cc3NC3=C2C(=O)CCC3)cc1 (stereo not given) is listed with -4.9%, 8%
COc1ccc(C(=O)Nc2ccc(N(C)C(C)=O)cc2)cc1 is listed with -5.3%, 4%
CCOC(=O)COc1cccc2c(=O)n(CC(=O)N3CCc4ccccc43)ccc12 is listed with -3.3%, 2%

Next section.
Hsp70 displacement | MKP-3 inhibition | SMILES
-1.9% | -12% | COc1cccc(NC(=O)c2ccc(CN3CCOCC3)cc2)c1
-1.3% | -15% | CCOC(=O)C1=C(C)NC(=O)NC1c1cccc(O)c1 (stereo not given)
-0.2% | 1% | C=CCOc1cccc(/C=N/NC(=O)C(=O)NCc2ccccn2)c1
5.5% | 5% | COc1cc(OC)c(NS(=O)(=O)c2ccc(F)cc2)cc1Cl
1.6% | 2% | O=C(Nc1ccc(F)cc1)c1ccc(Br)c(S(=O)(=O)N2CCOCC2)c1
3.1% | 4% | O=c1c(Oc2ccccc2Br)c(C(F)(F)F)oc2c(CN3CCOCC3)c(O)ccc12
-3.0% | 1% | Cc1nnc(NC(=O)CSc2nnc(Cc3ccccc3)n2-c2ccccc2)s1
4.8% | 0% | Cc1cc(C)nc(SCC(=O)Nc2nncs2)n1
2.0% | -4% | Cc1cccc(NC(=O)c2cc(NC(=O)c3ccco3)ccc2Cl)n1
1.1% | -1% | COc1ccc(C(=O)Nc2ccc(C)c(Cl)c2)cc1OC
2.4% | 1% | COc1ccc(C)cc1NC(=O)C(=O)NCc1cccnc1
-1.5% | 1% | O=C(Cn1cnc([N+](=O)[O-])n1)Nc1ccc(Br)cc1
1.1% | -4% | CCN1CCN(S(=O)(=O)c2ccc(S(=O)(=O)N(CC)Cc3ccccc3)cc2)CC1
-3.6% | 0% | CCOC(=O)c1c(NC(=O)CNCc2ccccc2)sc2c1CCCCC2
0.8% | -12% | Cc1nc(COC(=O)c2c(C)nn(-c3ccccc3)c2C)cs1
4.0% | -4% | CCOC(=O)c1nnsc1NC(C)=O

This is a subset (hit frequency here may not be typical).
